Compound activity deposited in PubChem by several laboratories.
Mtb RmlCD inh – inhibitors of Mycobacterium tuberculosis RmlC and RmlD coupled enzymes | hit rate 0.03% among 160,000 | RmlC+RmlD coupled enzyme assay, percent inhibition; primary screen in compound mixtures | P9WH09+P9WH11 | inhibition, % at 3.6 µM; in the data active means inhibition mostly above about 34%, no sharp cut-off; inconclusive means no clear call, values can overlap the other calls; inactive means mostly below about 22%; further: some results filed as inactive read as strong as hits
Target sequence (P9WH09 whole entry, looked up): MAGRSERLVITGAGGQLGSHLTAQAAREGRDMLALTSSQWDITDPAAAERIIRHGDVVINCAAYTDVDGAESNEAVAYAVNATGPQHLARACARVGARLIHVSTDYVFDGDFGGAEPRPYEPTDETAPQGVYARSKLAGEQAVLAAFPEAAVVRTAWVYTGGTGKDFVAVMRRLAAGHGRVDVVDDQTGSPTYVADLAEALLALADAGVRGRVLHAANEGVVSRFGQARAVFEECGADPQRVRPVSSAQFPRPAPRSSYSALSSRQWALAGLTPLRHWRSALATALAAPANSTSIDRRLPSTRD
Target sequence (P9WH11 whole entry, looked up): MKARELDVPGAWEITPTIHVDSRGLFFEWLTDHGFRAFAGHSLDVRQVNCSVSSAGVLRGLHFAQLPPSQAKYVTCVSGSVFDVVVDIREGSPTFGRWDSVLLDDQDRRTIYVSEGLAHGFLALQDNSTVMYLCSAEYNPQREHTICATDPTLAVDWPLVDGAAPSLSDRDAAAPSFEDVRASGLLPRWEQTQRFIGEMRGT
M. tuberculosis GlmU – inhibition of mycobacterial GlmU enzyme – biochemical, glucosamine-1-phosphate acetyltransferase (AID 1376). M. tuberculosis GlmU acetyltransferase enzyme assay; higher % means a stronger effect. one-dose inhibition, %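 (tested at 30 µM in the primary screen)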; IC50 in µM for titrated hits. hit rate 0.25% among 220,000; in the data active means inhibition above about 13%; inconclusive means no clear call, values can overlap the other calls;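 further: 0% = complete reaction with vehicle and 100% = reaction without substrate; strong numbers were not always called active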
Numbers without * were called inactive; ? = inconclusive; nt = not tested or not shown; & = joins results of further samples. Some of the compounds tested. The share of hits here may be higher or lower than overall.

SMILES | Mtb RmlCD inh | M. tuberculosis GlmU
CC(=O)c1ccc(C(=O)Nc2nnc(-c3ccc(Cl)cc3)o2)cc1 | nt | 0.8%
Cc1nc2c(-c3ccc(F)cc3)c(C)nn2c(C)c1CCC(=O)N1CCN(c2ccccn2)CC1 | nt | -2.3%&0.3%
CCOc1ccc(S(=O)(=O)NCCN2CCOCC2)c2ccccc12 | nt | 4.2%
COc1ccc(-c2nc3n(n2)C(c2ccccc2)C2=C(CCCC2=O)N3)cc1OC (stereo not drawn) | -5 | 2.9%
CCN1CCN(C(=O)C(C)Nc2cc(Cl)c(OC)cc2OC)CC1 (stereo not drawn) | -4 | 2.8%
CCOc1ccccc1N1C(=O)NC(=O)C(CCc2ccncc2)(CCc2ccncc2)C1=O | nt | 1.2%
O=C(CCCc1ccccc1)Nc1nnc(C(F)(F)F)s1 | 3 | 0.8%
CCCOc1ccc(N2CC(C(=O)Nc3ccccc3C(=O)NC)CC2=O)cc1 (stereo not drawn) | -2 | 8.6%
Cc1onc(-c2c(F)cccc2Cl)c1C(=O)Nc1ccc(S(=O)(=O)Nc2ncccn2)cc1 | nt | 0.6%
Cc1ccccc1NC(=O)c1ccc(-c2ccc(Cl)cc2Cl)o1 | nt | 6.2%
CC1=NN(C(=O)CCc2ccc3c(c2)OCO3)C(O)(C(F)(F)F)C1 (stereo not drawn) | 8 | -3.8%
CCN1CCN(CCNC(=O)C2CCN(Cc3nc(-c4ccc(Cl)cc4)oc3C)CC2)CC1 | 5 | nt
Cc1cc(C(=O)N/N=C/c2cccn2C)n[nH]1 | 16 | -1.1%
Cc1ccc(C(=O)Nc2nnc(-c3ccncc3)s2)o1 | 15 | -1.2%
CCCC1(C(=O)OCC)NC(c2ccco2)C2C(=O)N(C)C(=O)C21 (stereo not drawn) | 6 | 2.9%
Cc1cccc(-n2cc[nH]c2=S)c1C | 7 | 3.3%
O=c1oc(-c2ccccc2NS(=O)(=O)c2ccccc2)nc2ccccc12 | 12 | 0.7%
Cc1ccc(-n2nc(C)c(=O)c(-c3ccccc3)c2NC(=O)c2cccs2)cc1 | -10 | -10%
CC(C)(C)NC(=O)NC(=O)COC(=O)c1cc[n+]([O-])cc1 | -5 | -5.2%
O=C(NCCCN1CCOCC1)c1ccccc1NS(=O)(=O)c1ccc(F)cc1 | 5 | 1.9%
O=C(N/N=C\c1cccc(Br)c1)c1ccccc1-n1cccc1 | nt | 1.4%
CCc1c(C)sc(NC(=S)N2CCN(CC)CC2)c1C(=O)OC | -13 | 4.1%
O=C(C1=C[C@H](C2CC2)C[C@H](OCCCCO)O1)N1CCN(Cc2ccccc2)CC1 | nt | -1.7%
C=CCn1c(O)c(C(C)=NC(C)c2ccccc2)c(=O)[nH]c1=O (stereo not drawn) | nt | 2.2%
CCNc1c(NCC)c(=O)c1=O | -7 | -7.0%
N#Cc1cc2ccccc2nc1SCc1cccnc1 | 13 | 4.7%
COc1ccccc1CCNC1CCCC(C)C1 (stereo not drawn) | 7 | -6.3%
Cc1ccc(C2N(c3ccccn3)C(=O)C3CCCN32)o1 (stereo not drawn) | 18 | -8.4%
CCOC(=O)Cc1csc(NC(=O)c2c(-c3ccccc3)noc2C)n1 | -6 | -5.2%
O=C(O)c1cc(NC(=O)C2CCCO2)cc(NC(=O)C2CCCO2)c1 (stereo not drawn) | 8 | 6.3%
O=C(O)CC/C(=N/NC(=O)c1cn(-c2ccccc2)nc1-c1ccccc1)C(=O)O | 0 | 5.6%
O=S(=O)(NC1CC2CCC1C2)c1ccc2c(c1)OCCO2 (stereo not drawn) | nt | -1.8%
CS(=O)(=O)N1CCN(C(=O)Cc2ccccc2)CC1 | nt | 3.6%
CCOC(=O)CC1=NN(c2ccccc2)C(=O)/C1=C\c1ccc(OC)cc1OC | 2 | 1.7%
O=C(CNS(=O)(=O)c1ccc(Br)s1)N1CCCC1 | -4 | 9.3%
Nn1c(Cc2ccc(Br)cc2)n[nH]c1=S | -7 | 1.1%
C=CCn1c(CCNC(=O)c2ccccc2F)nnc1SCc1nc2ccccc2c(=O)[nH]1 | -8 | 2.4%
COCCN(Cc1cc2cc3c(cc2nc1Cl)OCO3)C(=O)c1cccc(C)c1 | 10 | -4.6%
Cc1ccc2nsnc2c1N(S(C)(=O)=O)S(C)(=O)=O | nt | -0.4%
O=C(Nc1cccc(C(F)(F)F)c1)C1CCCN(c2ncccn2)C1 (stereo not drawn) | 11 | -4.1%
CC(C)(C)n1ncc2c(=O)n(CC(=O)Nc3ccc4c(c3)OCCO4)cnc21 | 5 | 5.7%
CCC(C)NC(=O)c1cn(C)c(=O)c2cc(OC)c(OC)cc12 (stereo not drawn) | -4 | -1.8%
COc1ccc(Nc2nnc(SCC(=O)c3cc(C)n(CC4CCCO4)c3C)s2)cc1 (stereo not drawn) | 3 | -0.8%
COc1ccc(C(=O)N/N=C/c2ccc(SC)cc2)cc1 | 1 | 7.2%
Cc1nc2ccccc2c2oc(C(=O)NCCCN3CCCC3=O)cc12 | 4 | -0.9%
N#CC1=C(N)Oc2c(ccc3ccccc23)C1c1cccs1 (stereo not drawn) | -1 | 4.9%
Cc1oc(-c2cccc(Br)c2)[n+]([O-])c1C | -14 | 2.8%
O=S(=O)(CCCc1ccccc1)c1ncn[nH]1 | 7 | 6.9%

Sorted by molar mass (smallest number first): 13 of the compounds above.
SMILES | Mtb RmlCD inh | M. tuberculosis GlmU
N#Cc1cc2ccccc2nc1SCc1cccnc1 | 13 | 4.7%
CS(=O)(=O)N1CCN(C(=O)Cc2ccccc2)CC1 | nt | 3.6%
Cc1ccc(C2N(c3ccccn3)C(=O)C3CCCN32)o1 (stereo not drawn) | 18 | -8.4%
Nn1c(Cc2ccc(Br)cc2)n[nH]c1=S | -7 | 1.1%
Cc1ccc(C(=O)Nc2nnc(-c3ccncc3)s2)o1 | 15 | -1.2%
C=CCn1c(O)c(C(C)=NC(C)c2ccccc2)c(=O)[nH]c1=O (stereo not drawn) | nt | 2.2%
O=C(CCCc1ccccc1)Nc1nnc(C(F)(F)F)s1 | 3 | 0.8%
CCCC1(C(=O)OCC)NC(c2ccco2)C2C(=O)N(C)C(=O)C21 (stereo not drawn) | 6 | 2.9%
CC(=O)c1ccc(C(=O)Nc2nnc(-c3ccc(Cl)cc3)o2)cc1 | nt | 0.8%
CCc1c(C)sc(NC(=S)N2CCN(CC)CC2)c1C(=O)OC | -13 | 4.1%
O=C(N/N=C\c1cccc(Br)c1)c1ccccc1-n1cccc1 | nt | 1.4%
CCCOc1ccc(N2CC(C(=O)Nc3ccccc3C(=O)NC)CC2=O)cc1 (stereo not drawn) | -2 | 8.6%
O=C(C1=C[C@H](C2CC2)C[C@H](OCCCCO)O1)N1CCN(Cc2ccccc2)CC1 | nt | -1.7%

Later entries.
SMILES | Mtb RmlCD inh | M. tuberculosis GlmU
CCOC(=O)N1CCN(CC(=O)Nc2cc(OC)c(OC)cc2C#N)CC1 | 3 | 0.5%
CC(C)(C)c1ccc(C(=O)N/N=C2\C3CN4CCN(C3)CC2(c2ccccc2)C4)cc1 | nt | 1.7%
CC1(C)Cc2ccccc2-c2nnc(SCc3ccc(C#N)cc3)n21 | -5 | 2.1%
Nc1ccc(Cl)cc1C(=O)c1ccccc1Cl | -7 | -0.3%
COc1ccc2[nH]cc(S(=O)(=O)c3ccc(C)cc3)c2c1 | 2 | -0.2%
CCOc1ccc(N=CC2=C(O)CC(C)(C)CC2=O)cc1 | -12 | -2.3%
O=C(CSc1nc2ccccc2o1)Nc1cc(C(F)(F)F)ccc1N1CCOCC1 | -6 | 1.9%
COCCNC(=O)CCCCCNS(=O)(=O)c1ccc(C)cc1 | -13 | 0.3%
C/C(=N\OCc1cccc(C(=O)O)c1)c1ccc(Cl)cc1 | 11 | 3.4%
COc1ccc(C(=O)Nc2ccc3c(c2)OCO3)cc1OC | nt | 7.6%
COc1ccc(S(=O)(=O)N(CCc2ccccc2)CC(=O)O)cc1 | -3 | -1.3%
CC(N=C(NS(=O)(=O)c1ccc(Cl)cc1)c1ccccc1)C(=O)O (stereo not drawn) | -1 | 0.9%
CC1CCN(C(=O)CSc2nc3ccccc3[nH]2)CC1 | 3 | -3.9%
CC(Nc1nc(-c2ccc(F)cc2)cs1)c1nc2cc(Cl)c(Cl)cc2n1CCOCCO (stereo not drawn) | nt | -0.8%
CCOc1ccc(CO/N=C/c2c(C)[nH]c(=O)[nH]c2=O)cc1 | -10 | 1.2%
COc1ccc(CSCC(=O)NN=C2CCN(C)CC2)cc1 | ? | -7.6%
COc1ccccc1NC(=O)C1CCCN(S(=O)(=O)c2cccc3nsnc23)C1 (stereo not drawn) | -6 | 2.4%
CC(C)(CN1CCN(Cc2ccccc2)CC1)NS(=O)(=O)c1ccc(Cl)cc1 | nt | -2.5%
COc1ccccc1OCCn1cc(/C=C(\C#N)C(=O)NCc2ccco2)c2ccccc21 | nt | 0.7%
O=C(NCCNc1nccc(C(F)(F)F)n1)c1cccc(C(F)(F)F)c1 | 6 | 2.0%
CC(C)(C)OC(=O)NC(Cc1ccccc1)C(=O)O (stereo not drawn) | nt | -3.0%
CCCCN(CCCC)Cc1ccc(C(=O)NN)o1 | -9 | -4.3%
CCOC(=O)c1ccccc1-c1csc(N)n1 | 0 | -0.5%
CCCN1C2CCCC1CC(NC(=O)NC1CCCCC1)C2 (stereo not drawn) | nt | -2.1%
NNC(=O)c1ccc(Cn2cccn2)o1 | -3 | 2.7%
CCOC(=O)c1c(C)n(C)c2ccc(O)c(S(=O)(=O)c3ccccc3)c12 | nt | 2.9%
O=C(COc1ccccc1)Nc1ccc(-c2nnc(-c3ccco3)o2)cc1 | 15 | 1.6%
CCOC(=O)COc1cccc2c(=O)n(CC(N)=O)ccc12 | 5 | 0.3%
CC1=CC2=NC(=O)CC(C)(C(=O)N(CC(=O)NC(C)(C)C)Cc3cccs3)N2C=C1 (stereo not drawn) | 10 | 2.1%
Cc1ccc(-c2nc3ccc(C)cn3c2CC(=O)N(C)C)cc1 | nt | 1.4%
O=C(CNc1cccc2ccccc12)N/N=C/c1ccc([N+](=O)[O-])o1 | nt | -2.0%
CC1CCCN(C(=O)c2ccc(N3CC4CC(C3)c3cccc(=O)n3C4)c([N+](=O)[O-])c2)C1 (stereo not drawn) | -3 | 3.6%
COc1ccc(S(=O)(=O)N2CCCC2)cc1C(=O)N1CCOCC1 | -14 | 2.4%
Cc1ccc(-c2nnc(N(C)C(=O)c3ccncc3)s2)cn1 | -6 | 1.4%
O=C(CCCN1C(=O)/C(=C/c2ccco2)SC1=S)Nc1cccc(C(=O)O)c1 | -9 | 8.8%
FC(F)(F)c1cccc(/C=N/NC(=S)NC2CCCCC2)c1 | 7 | -0.8%
O=C(N/N=C/c1ccc2nccnc2c1)c1ccccc1O | 6 | -1.2%
Cc1cc(C(=O)CSc2nc3ccccc3n2CCC#N)c(C)n1Cc1cccs1 | 16 | 4.7%
CCOc1cc(C(c2c(C)[nH][nH]c2=O)c2c(C)[nH][nH]c2=O)ccc1OC(=O)c1cccc([N+](=O)[O-])c1 | 12 | 0.0%
Clc1ccc(-c2nc3n(n2)Cc2ccccc2-3)cc1 | nt | -5.0%
CCc1nnc(NS(=O)(=O)c2ccc(N/C=C\C(=O)c3ccc(C)cc3)cc2)s1 | nt | 4.7%
CC(=O)c1c(N2CCCCC2)nc(=S)n(Cc2ccccc2)c1C | nt | -1.1%
Cc1cc(NC(=O)CN2C(=O)NC(Cc3ccccc3)C2=O)no1 (stereo not drawn) | nt | 2.0%
Cc1cccc(Cn2ncc(Cl)c(Cl)c2=O)c1 | 14 | -0.6%
CCn1c(=O)cc(OCC(=O)N(C)C2CCCCC2)c2ccccc21 | nt | -1.7%
O=C(CC12CC3CC(C1)CC(CC(=O)N1CCCC1)(C3)C2)N1CCCC1 | nt | -1.4%
COC(=O)c1ccc(C)c(NC(=O)CCc2ccc(OC)cc2)c1 | nt | 5.3%
CCC(=O)c1cc(F)c(N2CCN(S(=O)(=O)c3ccc(C)cc3)CC2)cc1C | -15 | 2.8%
CC1(C)CC(=O)/C(=C(\O)CCCN2C(=O)c3ccccc3C2=O)C(=NCCO)C1 | nt | 6.8%
Cc1cc(NC(=S)Nc2cccc3ccccc23)n[nH]1 | 3 | 2.7%
CC(C)(Oc1ccc(Cl)cc1)C(=O)OCn1nnc2ccccc2c1=O | 7 | -1.9%
CCCCOc1ccc(C(=O)N/C(=C\c2cccc([N+](=O)[O-])c2)C(=O)OC(C)C)cc1 | -4 | 2.6%
Cc1cc(C)c(NS(=O)(=O)c2ccc(NC(=O)/C=C/C(=O)O)cc2)c(C)c1 | nt | 4.6%
Cc1cc(NC(=O)Cn2nc([N+](=O)[O-])c(Br)c2C)no1 | nt | 0.8%
CCCn1c(O)c(N=NC(=O)c2cccnc2)c2cc(Br)ccc21 | -5 | -2.4%
Cc1ccc(OCC(=O)Nc2ccc(N3CCN(S(C)(=O)=O)CC3)cc2)cc1 | 8 | -0.2%
CCOc1cc(C(=O)N/N=C/c2ccsc2)cc(OCC)c1OCC | 6 | 0.3%
O=C(Nc1ccc(N2CCOCC2)cc1)c1ccc([N+](=O)[O-])cc1 | -3 | -3.9%
O=C(CCc1ccccc1)NNC(=S)Nc1ccc(F)cc1 | -5 | 3.8%
CC(=O)C1=C(O)C(=O)N(Cc2cccnc2)C1c1ccccc1 (stereo not drawn) | nt | -4.8%
CC(=O)Nc1ccc(N2C(=O)CC(N3CCSCC3)C2=O)cc1 (stereo not drawn) | nt | 6.1%
Cc1csc(NC(=O)CSc2nnc(NC(=O)C3CC(=O)N(c4ccccc4)C3)s2)n1 (stereo not drawn) | -1 | 2.5%
CC(C)(C)S(=O)(=O)c1cnc(-c2ccc(Cl)cc2)nc1N | 41 | 1.3%
